# Screens as filed in PubChem BioAssay.
# PERK inh – human PERK inhibition, primary cell-based screen; Q9NZJ5; CHO PERK-DD fusion, SEAP luminescence translation reporter; 0.17% of 220,000 active; inhibition, % at 5.6 µM; AID 1416;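 active = inhibition above the mean inhibition of all tested compounds plus 3 SD, set separately per screening campaign, cut at about 2.9% in these data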;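 also: PERK kinase domain activated by AP20187 dimerizer at 100 nM; 0% = DMSO with dimerizer and 100% = rapamycin at 8.4 µM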
# Target sequence (Q9NZJ5 whole entry, looked up, the tested form may be a part): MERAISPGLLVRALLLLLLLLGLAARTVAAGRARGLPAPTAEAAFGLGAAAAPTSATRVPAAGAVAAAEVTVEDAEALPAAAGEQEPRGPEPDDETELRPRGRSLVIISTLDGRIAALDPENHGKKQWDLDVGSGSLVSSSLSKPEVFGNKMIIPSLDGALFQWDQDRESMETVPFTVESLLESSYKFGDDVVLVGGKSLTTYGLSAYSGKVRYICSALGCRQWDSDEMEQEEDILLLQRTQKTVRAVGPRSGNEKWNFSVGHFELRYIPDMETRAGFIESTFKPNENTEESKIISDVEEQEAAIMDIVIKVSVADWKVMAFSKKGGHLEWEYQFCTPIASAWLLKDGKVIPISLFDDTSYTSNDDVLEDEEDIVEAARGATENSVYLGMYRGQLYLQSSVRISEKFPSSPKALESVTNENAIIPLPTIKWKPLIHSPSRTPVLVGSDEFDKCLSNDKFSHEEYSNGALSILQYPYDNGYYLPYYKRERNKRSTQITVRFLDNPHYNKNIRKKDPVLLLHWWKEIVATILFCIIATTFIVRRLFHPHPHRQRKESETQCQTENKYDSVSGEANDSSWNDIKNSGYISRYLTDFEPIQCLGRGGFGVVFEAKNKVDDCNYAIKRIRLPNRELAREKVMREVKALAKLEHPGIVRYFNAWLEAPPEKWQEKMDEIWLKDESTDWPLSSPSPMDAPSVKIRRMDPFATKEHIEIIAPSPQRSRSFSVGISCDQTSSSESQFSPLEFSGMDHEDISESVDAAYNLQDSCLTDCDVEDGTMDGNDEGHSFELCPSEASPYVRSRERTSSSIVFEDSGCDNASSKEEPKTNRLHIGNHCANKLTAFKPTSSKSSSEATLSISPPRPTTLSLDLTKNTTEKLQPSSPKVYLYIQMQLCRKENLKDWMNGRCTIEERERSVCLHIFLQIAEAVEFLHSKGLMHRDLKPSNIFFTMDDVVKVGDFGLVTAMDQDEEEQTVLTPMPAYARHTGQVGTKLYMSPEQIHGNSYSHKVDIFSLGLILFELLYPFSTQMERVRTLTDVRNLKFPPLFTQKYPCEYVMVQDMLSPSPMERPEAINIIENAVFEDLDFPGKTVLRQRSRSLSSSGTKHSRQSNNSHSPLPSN
# Runt-CBFb FRET – Runt domain-CBFb interaction inhibition; Q01196+Q13951; Cerulean-Runt/Venus-CBFb FRET ratio 530/480, 1 h; inhibition, % at 20 µM; 0.46% of 220,000 active;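 active = inhibition over about 50% at 20 µM in the single-dose screen, limit read from the data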;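 also: 0% = DMSO wells and 100% = excess unlabeled CBFb competitor control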
#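 Assay system: Cerulean-Runt domain / Medium: Tris 50 mM pH 7.5, KCl, K2SO4, 0.01% BSA / Timing: protein complex preformed 1 h, compound exposure 1 h, room temperature, dark / Measured by: FRET, excitation 422 nm, emission at 530 and 480 nm / Evaluation: loss of energy transfer signal / Control set: 5 µM unlabeled CBFb as full-inhibition high control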
# L929 necroptosis – L929 zVAD cell death inhibition | viability rescue, % at 10 µM | AID 1377 | L929 zVAD necroptosis rescue, ATP luminescence, 24 h; with zVAD 60 µM | 0.38% of 220,000 active;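 active = activation, scaled between plate controls, above about 75%, limit read from the data; inactive = activation under that limit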;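 also: 0% = zVAD with DMSO and 100% = DMSO alone without zVAD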
# Hck-Nef inh – human Hck-Nef kinase inhibition | P08631 | Recombinant Hck-YEEI plus Nef, Z-Lyte FRET kinase assay | AID 463187 | 0.68% of 220,000 active | inhibition, % at 20 µM;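 active = Hck-Nef kinase inhibition above about 50%, limit read from the data; inactive = inhibition below that limit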;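 also: 0% = DMSO with Hck plus Nef and 100% = Hck alone without Nef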
# PGE2 EP2 inh – blocks the human prostaglandin E2 receptor EP2; inhibition, % at 25 µM; C6 glioma cells expressing human EP2, cAMP TR-FRET; cells stimulated with saturating PGE2; 0.52% of 260,000 active;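 active = percent inhibition above 40 after rounding to a whole number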;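 also: rat C6 glioma host cells with rolipram phosphodiesterase inhibitor present; the protocol text gives 20 µM as final concentration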
# TNF death inh – inhibitors of TNF-alpha induced necroptosis in Jurkat FADD-/- cells. activation (protection from cell death), % at 10 µM. 0.068% of 220,000 active. Jurkat FADD-/- TNF necroptosis rescue, ATP luminescence, 24 h; 0 = TNF only, 100 = no-TNF cells;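 active = activation, meaning protection from cell death, of at least 50% relative to plate controls; inactive = activation below 50%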;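 also: necroptosis triggered by 40 ng/mL TNF-alpha added together with compound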
# EP2 mod – modulates human prostaglandin E2 receptor EP2 signaling | AID 940 | EP2-expressing cells, cAMP HTRF FRET, PGE2 co-stimulation | induction, % at 25 µM | 0.83% of 260,000 active | P43116;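 active = compounds whose cAMP rise, as percent of the full-agonist control response, exceeds 60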;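 also: rat C6 glioma line stably carrying human EP2 under a CMV promoter; the protocol text gives 20 µM as final concentration; 100% = response of wells given 1 µM PGE2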
# Runt-SMMHC FRET – Runt domain-CBFb-SMMHC interaction inhibition; 0.74% of 220,000 active; inhibition, % at 20 µM; Cerulean-Runt/Venus-CBFb-SMMHC FRET ratio 530/480, 1 h;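 active = mean inhibition across duplicate retests at 20 µM reaching about 50%, limit read from the data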;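 also: 0% = DMSO wells and 100% = wells with excess untagged CBFb-SMMHC; inhibitors lower the FRET ratio by blocking Runt binding to CBFb-SMMHC; some results filed as inactive read as strong as hits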
# RBBP9 inhibitor – blocks human serine hydrolase RBBP9 | recombinant RBBP9, FP-Rh probe fluorescence polarization | inhibition, % at 7.94 µM | 0.2% of 220,000 active | AID 1515;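 active = inhibition above the campaign mean of all tested compounds plus 3 SD, cut at about 14% in these data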;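 also: plate controls were DMSO wells with RBBP9 for no effect and wells lacking RBBP9 protein for full effect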
#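 Measured by: FP readout at 525/598 nm; material: recombinant human RBBP9; also added: Serine-hydrolase probe FP-Rh, 375 nM pre-mixing; medium: Tris buffer pH 8.0, NaCl, Pluronic; replication: one well per compound; doses: one concentration, 7.94 µM nominal, 0.794% DMSO; timing: preincubation 30 min plus labeling 45 min at 25 °C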
# * = called active by the depositor; x = not tested or not shown; & = joins results of further samples. The list is partial; the hit share may differ from the screen's.
SMILES,PERK inh,Runt-CBFb FRET,L929 necroptosis,Hck-Nef inh,PGE2 EP2 inh,TNF death inh,EP2 mod,Runt-SMMHC FRET,RBBP9 inhibitor
Cc1ccc(S(=O)(=O)NCCNC(=O)c2cc(OCC(F)(F)F)ccc2OCC(F)(F)F)cc1,-0.7,-4,-0.2,-2,12,-2.6,2,-1,-3
Cc1nn(-c2ccccc2)c2sc(C(=O)OCn3nnc4ccccc4c3=O)cc12,0.4,-1,x,7,7,0.2,11,-3,-5
FC(F)(F)c1cccnc1N1CCN(c2ncnc3nc[nH]c23)CC1,0.9,-3,1.9,26,9,-4.6,-4,-1,-1
COc1ccc(S(=O)(=O)NCCSCc2ccco2)cc1C,-0.5,x,-0.6,-5,13,0.6,-2,x,-12
COc1ccc(-c2c[n+]3c(n2-c2ccc(C)cc2)CCCCC3)cc1,0.9,0,-0.9,9,3,-13,-19,0,-3
Cc1ccsc1-c1nc(CN2CCN(C)C(=O)[C@@H]2C)c(C)o1,0.0,1,10,20,10,-0.3,18,-1,-8
CC1CCCCC1NC(=O)C1CC=CCC1C(=O)O (stereo not given),1.4,0,0.2,1,10,1.5,26,-1,7
COC(=O)C1=C(N)Oc2cc(C)n(C)c(=O)c2C1c1ccc(Cl)cc1 (stereo not given),0.7,-1,1.9,-9,6,-6.7,4,-18,3
COc1ccc(CNC(=O)C(C)NS(=O)(=O)c2ccc(C)cc2)cc1 (stereo not given),0.5,1,0.2,3,3,0.2,-30,1,-3
OC(COc1cccc2ccccc12)CN1CCN(c2ccc(Cl)cc2)CC1 (stereo not given),1.2,1,1.6,17,5,2.3,-23,-2,1
O=C(NCc1ccc2c(c1)OCO2)c1ccc(NS(=O)(=O)c2ccc3c(c2)OCCO3)cc1,0.3,-1,0.8,-1,12,2.6,-18,2,-8
O=C(NCCc1ccncc1)Nc1ccccc1Cl,1.2,1,0.0,1,6,0.4,-8,-1,-4
O=S(=O)(Nc1ccccn1)c1ccc(C(F)(F)F)cc1Cl,0.0,1,-0.2,10,5,-0.2,3,-2,-13
CCOC(=O)C1=NN(c2ccc(Cl)cc2)/C(=C/C2=NCCc3cc(OC)c(OC)cc32)S1,0.6,5,-1.2,5,13,-2.3,-21,-14,4
COc1ccc(NC(=S)NCC2CCCO2)c(OC)c1 (stereo not given),0.6,-1,0.1,-1,10,-2.8,11,4,-7
CCN(CC)CCNC(=O)C12CC3CC(CC(C3)C1)C2,0.5,0,0.8,-4,2,2.4,4,0,1
COc1c(Cl)ccc(Cl)c1C(=O)NC(=O)N1CCOCC1,0.4,0,1.6,0,8,0.2,13,0,-2
CCN(CC)C(=O)CSc1nnc(-c2cccs2)n1Cc1ccco1,-1.4,7,-0.5,0,11,-1.6,-3,-1,1
O=C(NC(=S)Nc1ccc(Cc2ccncc2)cc1)c1ccc(F)cc1,1.8,-2,1.2,68*,7,0.6,-64,-2,0
CC(=O)NS(=O)(=O)c1ccc(NC(=O)c2ccc(Cl)cc2[N+](=O)[O-])cc1,0.8,0,2.8,10,13,-0.2,20,-1,-7

# The closing 2 entries of the part above are carried over, then new ones follow.
SMILES,PERK inh,Runt-CBFb FRET,L929 necroptosis,Hck-Nef inh,PGE2 EP2 inh,TNF death inh,EP2 mod,Runt-SMMHC FRET,RBBP9 inhibitor
O=C(NC(=S)Nc1ccc(Cc2ccncc2)cc1)c1ccc(F)cc1,1.8,-2,1.2,68*,7,0.6,-64,-2,0
CC(=O)NS(=O)(=O)c1ccc(NC(=O)c2ccc(Cl)cc2[N+](=O)[O-])cc1,0.8,0,2.8,10,13,-0.2,20,-1,-7
COC(=O)c1sc(S(=O)(=O)Nc2ccc(C)cc2)c(C(=O)OC)c1C,0.3,-1,0.7,-26,14,-0.3,50,1,-8
COc1ccc(-c2cc(=O)c3cc(O)ccc3o2)cc1,0.6,1,76*,-8,17,-1.9,10,-1,0
Cc1ccnc(NC(=O)c2cc([N+](=O)[O-])cc([N+](=O)[O-])c2)c1,-0.6,-2,-0.5,-27,5,0.0,13,0,-9
COc1cc(C=Nc2ccccc2C(=O)Nc2ccccc2)cc(OC)c1OC,-1.0,1,1.1,4,19,0.3,31,9,-2
COc1ccc(CNC(=O)c2cc(-c3cccs3)on2)cc1,0.6,1,3.4,-2,3,-0.1,-15,2,-9
CCc1cc2c(=O)[nH]c(Cc3ccc(Cl)cc3)nc2s1,-0.5,-2,0.1,4,18,4.2,7,-1,-13
CC(C)Oc1ccc(CSC(=N)N)cc1,1.7,-4,0.5,3,13,-4.2,-15,-1,7
O=C1CN=C(Nc2cccc(C(F)(F)F)c2)N1C1CCCC1,0.8,-1,0.2,8,17,-1.7,12,1,-10
O=S(=O)(Nc1ncccn1)c1ccc(NC(=S)NCc2ccco2)cc1,0.0,42,3.8,19,12,0.9,-6,8,-8
NN1C(=O)/C(=C\c2ccco2)SC1=S,1.0,44,-0.5,78*,8,-4.2,-10,6,3
CCOc1ccc2nc(N3CCCC(C(=O)NCCCN4CCOCC4)C3)sc2c1 (stereo not given),-0.9,0,0.0,3,7,-0.9,3,1,-8
C=CCn1c2ccccc2c2nnc(SCCCn3c(=O)[nH]c4ccccc43)nc21,-1.1,-4,0.5,3,7,-7.0,24,-4,-2
CCOc1ccc2nc(N3CCCN(C(=O)Nc4ccccc4C)CC3)c(C#N)cc2c1,0.3,29,0.7,1,2&7,-0.1,15&5,62*,0
CN(C)c1nc(NCc2ccccc2)nc(Oc2ccc(=O)[nH]n2)n1,0.0,1,0.5,3,6&21,-3.4,14&25,-4,-5
COc1cc(CN2CCC(N3CCC(C(=O)N4CCCC4)CC3)CC2)cc2c1OCO2,1.0,1,0.1,9,3,0.0,9,2,-11
Cc1nn2c(-c3ccc(Cl)cc3)nnc2s1,-0.8,1,4.0,0,5,-1.0,-1,6,-9
COc1ccc(C(O)P(=O)(OCC(C)C)OCC(C)C)c(OC)c1 (stereo not given),-0.3,-4,0.9,-2,15,1.5,21,2,-16
COC(=O)c1c(N2C(=O)[C@H]3[C@@H](C2=O)[C@]2(C(=O)Nc4c(C)cccc42)N2CCC[C@@H]32)sc(C)c1C,-0.5,-1,1.4,2,3,3.0,18,-6,-9
CCc1ccccc1N1CC23C=CC(O2)C(C(=O)OC)C3C1=O (stereo not given),0.9,4,-1.0,0,4,0.9,9,-2,-3
CC1=C(C(=O)OC(C)C)C(c2cccnc2)n2ncnc2N1 (stereo not given),1.0,1,1.5,1,11,0.2,2,0,-3
COc1ccc(CN(C)CC(=O)Nc2cccc(S(N)(=O)=O)c2)c(OC)c1OC,0.5,-1,1.6,24,7,-0.9,7,-3,-3
Cc1noc(C)c1C(=O)NCc1ccco1,0.3,1,-0.6,4,7,-1.2,1,-1,-9
Cc1cccc(OCC(O)Cn2c(NCc3cccnc3)nc3c2c(=O)[nH]c(=O)n3C)c1 (stereo not given),1.7,1,-0.1,8,11,-0.2,32,2,4
CCC1S/C(=N/N=C/c2ccco2)N(Cc2ccc(F)cc2)C1=O (stereo not given),-0.4,-1,-0.1,13,10,0.4,10,1,-14
CCOc1ccc(NC(=O)CCS(=O)(=O)c2ccc3c(c2)CCCN3C(=O)CC)cc1,-1.0,2,-0.6,-1,4,-0.2,-11,0,-5
N#C/C(=C\c1c(N(Cc2ccccc2)Cc2ccccc2)nc2ccccn2c1=O)C(N)=O,0.2,3,0.1,5,6,-4.0,1,7,0
O=C(NC1CCCc2ccccc21)c1ccc(Br)cc1 (stereo not given),0.8,0,1.2,2,7,0.0,-18,-3,-5
O=C(c1ccc(Cn2cc(Cl)cn2)cc1)N1CCN(c2ccccc2)CC1,0.1,-3,-0.8,7,4,-1.0,1,0,-2
CCc1ccc(NS(=O)(=O)c2cc(OC)ccc2OC)cc1,0.1,-1,0.0,0,8,0.2,-57,0,3
O=C(COC(=O)CNC(=O)c1cccc([N+](=O)[O-])c1)Nc1cccc(S(=O)(=O)N2CCCC2)c1,-0.1,3,0.4,4,1,2.3,-8,5,-3
Fc1ccc(-c2nc(-c3cccs3)no2)cc1,1.3,-1,-0.5,12,5,-0.5,-30,2,-14
Cc1ccc(SCCC(=O)Nc2cccnc2)cc1,1.5,x,-0.1,21,2,0.2,-60,x,3
O=C(c1ccco1)c1cn(CC(=O)N2CCCC2)c2ccccc12,0.2,0,2.2,3,8&7,0.3,-17&20,-1,-1
O=C(O)CSCc1cnn(-c2ccccc2)c1-n1cccc1,2.1,x,0.3,3,7,0.1,35,0,-1
CC(C)C(=O)NCCc1nc2ccccc2n1C,0.7,1,-0.3,-1,16,-1.0,8,-2,-7
COc1cc(O)c(C(CCN2CCN(c3ccccc3)CC2)c2ccc3c(c2)OCO3)c(OC)c1 (stereo not given),x,4,0.4,-6,16,4.3,10,-1,x
CC(C(=O)NCCS(=O)(=O)c1ccc(Cl)cc1)S(=O)(=O)c1ccccc1 (stereo not given),-0.4,-1,-0.1,20,6,0.1,-3,1,-10
O=C(NCc1cn2ccsc2n1)c1c(F)cccc1Cl,0.6,2,0.7,1,9,-0.3,26,-3,-9
CN1/C(=C\C(=O)COc2ccc3c(c2)OCO3)C(C)(C)c2ccccc21,-1.0,-1,-0.3,4,x,-6.9,-6,0,-23
C=CCNC(=O)C1CC(=O)N(c2ccc(OCC(=O)Nc3ccccc3)cc2)C1 (stereo not given),0.0,1,-0.8,6,2,0.0,-7,-1,-1
COCCNC(=O)CSc1nc2ccccc2c(=O)n1-c1cccc(OC)c1,0.4,1,-0.2,2,3,-0.5,-12,-2,-3
Cc1ccc(-n2cc(CN3CCN(c4ccccn4)CC3)c(-c3ccc(F)cc3)n2)cc1,-0.1,-1,0.3,6,1,-1.6,17,3,-3
Cc1ccc(S(=O)(=O)Nc2ccc(NC(=O)c3cccnc3)cc2)cc1,0.7,1,14,20,16,2.3,-66,-1,2
CCCc1cc(=O)c2c(O)ccc(OC)c2o1,1.3,1,0.8,32,12,-2.8,-4,-2,11
O=C1NC(=O)/C(=C\c2ccc(Cl)nc2)S1,0.1,1,-1.7,14,6,1.4,-14,1,-3
COc1ccc(C(NC(=O)c2cccnc2)c2cc(Cl)c3cccnc3c2O)cc1OC (stereo not given),-0.2,-81,53,1,12,-18,14,-195,-1
c1ccc(-c2csc(NNC3=NCCCCC3)n2)cc1,-1.1,51*,-2.1,11,9,-8.6,-24,52,-3
Cc1ccc2c(c1)c1ncnc(N3CCC4(CC3)OCCO4)c1n2C,-0.1,-3,0.7,2,15,-2.9,-21,1,-3
